Rac1 GTP hydrolysis: MgcRacGAP GTPase-activating activity inhibitors, confirmation, biochemical, ADP Hunter fluorescence; MgcRacGAP-stimulated Rac1 GTP hydrolysis, ADP Hunter fluorescence; higher % means a stronger effect; GST-tagged Rac1 F28L mutant substrate; one-dose inhibition, % at 30 µM; IC50 in µM for titrated hits; hit rate 0.6% among 340,000;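 active = first-screen hits whose inhibition reached a set limit at any dose in the follow-up dose series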;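 also: fluorescence reports GDP produced by GAP-driven GTP hydrolysis; strong numbers were not always called active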
Siah-1 displacement: blockers of Siah-1 interaction with plectin peptide – biochemical, fluorescence polarization, rhodamine-plectin, uHTS, primary screen (AID 1817); Siah-1 / rhodamine-plectin peptide fluorescence polarization; higher % means a stronger effect; one-dose displacement, % at 20 µM; IC50 in µM for titrated hits; hit rate 0.02% among 290,000;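 active = displacement of at least 50% at 20 µM, with a fluorescence ratio check between 0.3 and a set limit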;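 also: plate controls were Siah plus tracer with DMSO for no effect and tracer alone without Siah for full effect; strong numbers were not always called active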
Salmonella PhoP GFP: inhibitors of PhoP regulon expression, primary screen, Salmonella Typhimurium, GFP reporter (AID 1863); S. Typhimurium PhoP-regulated promoter GFP reporter, 4 h; higher % means a stronger effect; inhibition, % at 50 µM; hits with a dose series show IC50 in µM; hit rate 0.16% among 300,000;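 active = inhibition over 29.93%, a cutoff 3 SD above the screen mean, later confirmed by dose response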;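 also: 0% = low Mg2+ inducing control and 100% = high Mg2+ repressing control; strong numbers were not always called active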
HIV fusion peptide: cell-free HIV fusion peptide-binding blockers – biochemical, uHTS, fluorescence dequenching, primary screen (AID 1986); hit rate 0.3% among 290,000; inhibition, % at 20 µM; hits with a dose series show IC50 in µM; cell-free peptide binding, fluorescence dequenching, 30 min; higher % means a stronger effect; in the data active = inhibition mostly above about 52%, no sharp cut-off; inactive = mostly below about 76%; also: some results filed as inactive read as strong as hits
Myeloid diff 2: myeloid differentiation induction. ER-HoxA9 myeloid progenitors, lysozyme-GFP differentiation, flow cytometry. calls only at 10 µM. AID 624256. hit rate 1% among 360,000;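 active = normalized GFP-positive differentiation at or above the plate's own cutoff, the solvent-only control mean plus 3 SD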;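 also: cells exposed to compound for four days before flow analysis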
GPR55 antagonists: inhibition of LPI-stimulated GPR55 beta-arrestin translocation – imaging, U2OS, beta-arrestin-GFP, LPI agonist, primary screen (AID 2013); U2OS GPR55 beta-arrestin-GFP translocation imaging, LPI antagonism; higher % means a stronger effect; inhibition, % at 10 µM, or IC50 in µM where a hit was titrated; hit rate 0.13% among 290,000;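 active = spots per cell inhibited over 60%, with over 100 cells counted and total cytoplasm intensity under 500,000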;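 also: U2OS cells stably carrying GPR55 and arrestin-GFP stimulated by 5 µM LPI near EC80; imaged beta-arrestin-GFP aggregate spots per cell after agonist stimulation; plate controls were LPI-stimulated DMSO wells for no effect and DMSO wells without LPI for full effect; some results filed as inactive read as strong as hits; confirmed hits need IC50 under 10 µM and bright autofluorescent wells are also inconclusive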
GPR35 antagonists: GPR35 antagonists blocking zaprinast-driven arrestin recruitment, primary screen, imaging, U2OS, beta-arrestin-GFP, zaprinast agonist (AID 2058); U2OS GPR35 beta-arrestin-GFP translocation imaging, zaprinast antagonism; higher % means a stronger effect; inhibition, % at 10 µM; hits with a dose series show IC50 in µM; hit rate 0.052% among 290,000;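 active = inhibition of at least 50% with at least 30 cells and total cytoplasm GFP at most 10,000,000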
LYP inhibition: inhibitors of LYP phosphatase, biochemical, fluorescence intensity, uHTS (AID 1779); one-dose inhibition, % at 11.5 µM; IC50 in µM for titrated hits; recombinant LYP phosphatase, fluorescence intensity; higher % means a stronger effect; hit rate 0.054% among 290,000; in the data active = inhibition above about 50%;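 also: plate controls were vehicle with enzyme for no effect and no enzyme for full effect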
NTR1 agonist: NTR1-driven beta-arrestin-GFP spot formation – imaging, U2OS cells, high content, primary screen (AID 493036) | activation, % at 20 µM | P30989 | hit rate 0.17% among 330,000 | agonist mode;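 active = activation at or above 40% of the spot to cytoplasm intensity ratio, with at least 20 cells analyzed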;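 also: 0% = DMSO without peptide and 100% = 100 nM NTR1 peptide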
Target sequence (P30989 whole entry, looked up): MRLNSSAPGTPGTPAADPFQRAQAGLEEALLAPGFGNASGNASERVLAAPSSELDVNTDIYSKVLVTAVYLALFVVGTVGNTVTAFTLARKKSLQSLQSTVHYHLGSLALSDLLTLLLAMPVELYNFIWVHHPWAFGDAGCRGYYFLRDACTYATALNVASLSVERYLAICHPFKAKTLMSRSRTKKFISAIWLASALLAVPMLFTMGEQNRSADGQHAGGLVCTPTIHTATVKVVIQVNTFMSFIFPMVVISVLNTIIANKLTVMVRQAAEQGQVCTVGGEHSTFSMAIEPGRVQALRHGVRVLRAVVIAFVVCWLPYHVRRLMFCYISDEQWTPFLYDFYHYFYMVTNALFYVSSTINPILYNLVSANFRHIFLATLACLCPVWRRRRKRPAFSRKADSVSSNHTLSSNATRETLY
NTR1 agonist cell count 20 µM: also measured in NTR1 agonist; calls as there; cell count; measured here: cell count, cytotoxicity flag
Myeloid diff 2 GFP+ MAC1+ %: further read-out of Myeloid diff 2, marked with its call; GFP+ MAC1+ double positive, %; measured here: differentiation confirmed by MAC1 staining
* = called active by the depositor; i = inactive; . = not tested or not shown.

Start of the listing, in advance (twelve entries):
Each structure is followed by: Siah-1 displacement	LYP inhibition	NTR1 agonist cell count 20 µM	HIV fusion peptide	GPR35 antagonists	Rac1 GTP hydrolysis	Salmonella PhoP GFP	NTR1 agonist	GPR55 antagonists	Myeloid diff 2 GFP+ MAC1+ %	Myeloid diff 2
- CCOc1ccc2nc(Nc3nc(CSc4nnnn4-c4ccccc4)cc(=O)[nH]3)nc(C)c2c1
  10%	-1%	105	12%	9%	8%	-3%	3.1	4%	1.2	i
- C#CCn1c(=NC(=O)c2ccc(S(=O)(=O)N3CCc4ccccc4C3)cc2)sc2cc(S(N)(=O)=O)ccc21
  10%	-2%	58	11%	-7%	7%	0%	8.0	6%	1.6	i
- O=C(CSc1ccc2c(c1)OCCO2)NCC1CCCO1 (centres undefined)
  0%	-5%	87	-4.3%	8%	5%	1%	1.1	1%	1.0	i
- O=C(CSc1nnc(COc2ccccc2)n1Cc1ccco1)c1ccc(F)cc1
  -5%	2%	98	-1.1%	6%	10%	10%	0.6	3%	1.4	i
- Cc1ccc(-c2csc(NC(=O)CN3CCOCC3)n2)cc1
  1%	0%	47	0.5%	-3%	5%	-1%	1.8	-19%	0.0	i
- O=C(Cn1ccc2ccccc2c1=O)Nc1ccc2c(c1)OCO2
  -3%	-2%	66	0.3%	22%	2%	13%	2.9	8%	1.0	i
- COc1ccc(Cl)c2sc(N3CCN(C(=O)C4=COCCO4)CC3)nc12
  .	.	68	.	.	5%	4%	6.1	.	1.2	i
- CCN(C(=O)C1=COCCO1)c1nc2c(C)cccc2s1
  .	.	64	.	.	4%	4%	1.6	.	0.6	i
- O=C(CN1CCCC1)N/N=C/c1ccc(-c2cccc(Cl)c2)o1
  -4%	-4%	49	3.3%	14%	13%	-2%	0.3	-12%	0.4	i
- Cc1ccc([N+](=O)[O-])cc1-c1ccc(/C=N/NC(=O)c2cc3c(ccc4ccccc43)o2)o1
  2%	1%	41	-1.7%	10%	7%	-25%	1.9	-9%	0.7	i
- O=C(CN1CCN(Cc2cccc(F)c2)CC1)NCc1ccccc1
  -3%	-11%	62	-0.7%	8%	6%	8%	-0.5	-4%	0.4	i
- COc1ccc2c(C)cc(C)nc2n1
  1%	-1%	96	1.4%	2%	-1%	2%	1.3	13%	0.7	i

The whole of this part (from the top)
Each structure is followed by: Siah-1 displacement	LYP inhibition	NTR1 agonist cell count 20 µM	HIV fusion peptide	GPR35 antagonists	Rac1 GTP hydrolysis	Salmonella PhoP GFP	NTR1 agonist	GPR55 antagonists	Myeloid diff 2 GFP+ MAC1+ %	Myeloid diff 2
- CCOc1ccc2nc(Nc3nc(CSc4nnnn4-c4ccccc4)cc(=O)[nH]3)nc(C)c2c1
  10%	-1%	105	12%	9%	8%	-3%	3.1	4%	1.2	i
- C#CCn1c(=NC(=O)c2ccc(S(=O)(=O)N3CCc4ccccc4C3)cc2)sc2cc(S(N)(=O)=O)ccc21
  10%	-2%	58	11%	-7%	7%	0%	8.0	6%	1.6	i
- O=C(CSc1ccc2c(c1)OCCO2)NCC1CCCO1 (centres undefined)
  0%	-5%	87	-4.3%	8%	5%	1%	1.1	1%	1.0	i
- O=C(CSc1nnc(COc2ccccc2)n1Cc1ccco1)c1ccc(F)cc1
  -5%	2%	98	-1.1%	6%	10%	10%	0.6	3%	1.4	i
- Cc1ccc(-c2csc(NC(=O)CN3CCOCC3)n2)cc1
  1%	0%	47	0.5%	-3%	5%	-1%	1.8	-19%	0.0	i
- O=C(Cn1ccc2ccccc2c1=O)Nc1ccc2c(c1)OCO2
  -3%	-2%	66	0.3%	22%	2%	13%	2.9	8%	1.0	i
- COc1ccc(Cl)c2sc(N3CCN(C(=O)C4=COCCO4)CC3)nc12
  .	.	68	.	.	5%	4%	6.1	.	1.2	i
- CCN(C(=O)C1=COCCO1)c1nc2c(C)cccc2s1
  .	.	64	.	.	4%	4%	1.6	.	0.6	i
- O=C(CN1CCCC1)N/N=C/c1ccc(-c2cccc(Cl)c2)o1
  -4%	-4%	49	3.3%	14%	13%	-2%	0.3	-12%	0.4	i
- Cc1ccc([N+](=O)[O-])cc1-c1ccc(/C=N/NC(=O)c2cc3c(ccc4ccccc43)o2)o1
  2%	1%	41	-1.7%	10%	7%	-25%	1.9	-9%	0.7	i
- O=C(CN1CCN(Cc2cccc(F)c2)CC1)NCc1ccccc1
  -3%	-11%	62	-0.7%	8%	6%	8%	-0.5	-4%	0.4	i
- COc1ccc2c(C)cc(C)nc2n1
  1%	-1%	96	1.4%	2%	-1%	2%	1.3	13%	0.7	i
- COc1ccc(OC)c(-c2nc(C)sc2CC(=O)O)c1
  5%	0%	42	-0.6%	8%	4%	2%	0.4	10%	0.7	i
- CCOC(=O)c1ccccc1NC(=O)c1cc(S(=O)(=O)N2CCOCC2)ccc1F
  -6%	0%	45	-2.5%	11%	6%	0%	2.2	-8%	0.3	i
- CCOC(=O)c1c(C)n(C)c2ccc(O)c(CN(CC)CC)c12
  0%	-6%	64	-1.2%	-4%	12%	-10%	-1.8	-1%	0.4	i
- CN(C)C=NC(=O)c1cc(C(=O)c2ccc(Cl)cc2)c[nH]1
  0%	-1%	32	-0.5%	2%	4%	5%	1.7	-9%	0.1	i
- CC(=O)N1CCCc2cc(S(=O)(=O)N3CCCC(C(=O)Nc4ccccc4C)C3)ccc21 (centres undefined)
  12%	-7%	75	-1.0%	4%	1%	-8%	-0.2	0%	3.2	i
- O=C(CN1CCN(S(=O)(=O)c2ccc(Br)cc2)CC1)N/N=C/c1cccnc1
  -1%	-2%	33	0.2%	-2%	2%	1%	-1.2	-3%	0.6	i
- CCOC(=O)c1cnc2cc(C)nn2c1C
  2%	-2%	45	-2.3%	13%	-1%	-2%	0.0	3%	0.9	i
- NC(=O)C1CCN(C(=O)c2cccc3ccccc23)CC1
  -1%	-6%	55	-1.1%	-1%	7%	3%	2.3	-7%	1.1	i
- O=S(=O)(NCCC(c1ccc(F)cc1)c1ccco1)c1ccccc1 (centres undefined)
  0%	8%	41	5.5%	-8%	0%	2%	6.6	7%	0.6	i
- O=C(NCCNC(=O)c1ccccc1Cl)c1ccco1
  -9%	-10%	47	-0.6%	6%	-2%	1%	-0.2	5%	1.1	i
- COc1ccc(CN(CC(=O)NCCC(C)C)C(=O)CCC(=O)Nc2nccs2)cc1
  -1%	-8%	39	-0.8%	-1%	1%	1%	-0.8	6%	0.2	i
- N#Cc1c(N)[nH]c(=S)c(C#N)c1-c1ccccc1
  4%	2%	66	-0.1%	-6%	12%	0%	12	-9%	0.5	i
- Nc1nc(OCC(F)(F)F)cc(Oc2ccccc2F)n1
  0%	-6%	61	0.8%	29%	11%	0%	-1.1	2%	5.6	i
- Cc1cccc(N2CC(C(=O)Nc3nnc(SCC(=O)Nc4nccs4)s3)CC2=O)c1 (centres undefined)
  10%	-1%	64	8.1%	4%	10%	-1%	0.5	8%	0.0	i
- Clc1ccc(CSc2nncn2-c2ccccn2)cc1
  1%	-2%	85	0.1%	-4%	3%	4%	-0.8	-5%	0.4	i
- O=C(NNC1=C(C(=O)C(F)(F)F)CCC1)c1ccc(Br)cc1
  -8%	-6%	61	23%	-15%	12%	-5%	0.8	6%	5.9	i
- CC1=C(C(=O)O)N2C(=O)C(NC(=O)c3ccccc3Cl)C2SC1 (centres undefined)
  8%	-10%	47	-1.0%	-11%	8%	6%	-0.3	-4%	0.9	i
- CCOc1ccc(-c2nnn(CC(=O)Nc3cc(OC)cc(OC)c3)n2)cc1OCC
  1%	-5%	48	0.4%	-6%	4%	1%	3.2	2%	4.5	i
- COc1ccc(C(C#N)Nc2ccc(C)cc2)cc1 (centres undefined)
  0%	-4%	86	0.5%	18%	-1%	-3%	-1.3	11%	2.4	i
- COC1CCCN(Cc2c(C(=O)N3CCc4ccccc4C3)nc3ccc(Cl)cn23)C1 (centres undefined)
  -1%	-7%	45	4.7%	-7%	10%	3%	0.3	-4%	1.5	i
- COC(=O)C1=C(N)Oc2cc(C)n(Cc3cccnc3)c(=O)c2C1c1ccc(OC)c(OC)c1OC (centres undefined)
  -5%	-1%	51	1.8%	12%	9%	-10%	-0.5	-5%	0.7	i
- CCCCn1c(N)c(Br)c(=O)[nH]c1=O
  3%	-14%	66	0.5%	9%	14%	-5%	0.1	-4%	0.1	i
- CC(=O)C(C(C)=O)C1(O)C(=O)c2ccccc2C1=O
  1%	-8%	39	1.0%	24%	-3%	27%	1.7	-5%	1.1	i
- C/C(=C/c1ccccc1)C(=O)N1CCC(C)CC1
  -1%	-6%	63	0.1%	-3%	-11%	-5%	-0.7	4%	2.5	i
- CCOC(=O)N1CCN(C(=O)c2ccc3nc(SCc4ccc(F)cc4)n(C)c3c2)CC1
  -1%	-2%	38	-1.1%	7%	-7%	-1%	1.5	0%	1.0	i
- CCn1c(SCC(=O)Nc2nccs2)nnc1-c1cc2cccc(OC)c2o1
  11%	-2%	56	0.1%	8%	5%	2%	-1.4	1%	0.6	i
- CCC(C)NC(=O)c1ccc(NS(=O)(=O)c2ccc3[nH]c(=O)[nH]c3c2)cc1 (centres undefined)
  3%	-8%	70	0.2%	1%	-1%	-2%	0.2	7%	2.9	i
- CN(CCOc1ccccc1)C(=O)C1CCC(=O)N(CCN2CCOCC2)C1 (centres undefined)
  -1%	-6%	66	-0.8%	-4%	7%	12%	0.3	-25%	0.9	i
- Cc1ccc(NC(=O)CCn2cnc3ccccc3c2=O)cc1Cl
  3%	-6%	44	1.0%	-14%	12%	-10%	-1.6	-5%	0.7	i
- Cc1cc(SCC(=O)Nc2ccc(O)cc2)n2nc(C)c(-c3ccccc3)c2n1
  -6%	2%	65	-2.6%	-10%	16%	-13%	3.3	6%	0.2	i
- O=C(N[C@@H](Cc1ccccc1)C(=O)OCc1ccccc1)c1nc[nH]c1C(=O)N1CCc2ccccc2C1
  4%	1%	83*	-0.1%	-3%	5%	-4%	48*	0%	1.7	i
- Cc1ccc(C(=O)/C=C/c2c[nH]c3ccccc23)cc1
  3%	-3%	49	2.2%	-5%	11%	2%	12	-2%	1.0	i
